Pf apPOL block = Pf-apPOL DNA polymerase inhibition; inhibition, % at 10 µM; Recombinant Pf-apPOL, molecular beacon fluorescence, 1.5 h; 210,000 tested, 0.25% active
mHTT CaM bind = mHTT-calmodulin interaction abrogation; P42858; AlphaScreen His-mHTT/GST-CaM binding, luminescence; inhibition, % at 15 µM; 190,000 tested, 3.6% active; AID 1671202;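 note: 0% = both proteins with DMSO and 100% = one protein alone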
Target sequence (P42858 whole entry, looked up, stated change not applied): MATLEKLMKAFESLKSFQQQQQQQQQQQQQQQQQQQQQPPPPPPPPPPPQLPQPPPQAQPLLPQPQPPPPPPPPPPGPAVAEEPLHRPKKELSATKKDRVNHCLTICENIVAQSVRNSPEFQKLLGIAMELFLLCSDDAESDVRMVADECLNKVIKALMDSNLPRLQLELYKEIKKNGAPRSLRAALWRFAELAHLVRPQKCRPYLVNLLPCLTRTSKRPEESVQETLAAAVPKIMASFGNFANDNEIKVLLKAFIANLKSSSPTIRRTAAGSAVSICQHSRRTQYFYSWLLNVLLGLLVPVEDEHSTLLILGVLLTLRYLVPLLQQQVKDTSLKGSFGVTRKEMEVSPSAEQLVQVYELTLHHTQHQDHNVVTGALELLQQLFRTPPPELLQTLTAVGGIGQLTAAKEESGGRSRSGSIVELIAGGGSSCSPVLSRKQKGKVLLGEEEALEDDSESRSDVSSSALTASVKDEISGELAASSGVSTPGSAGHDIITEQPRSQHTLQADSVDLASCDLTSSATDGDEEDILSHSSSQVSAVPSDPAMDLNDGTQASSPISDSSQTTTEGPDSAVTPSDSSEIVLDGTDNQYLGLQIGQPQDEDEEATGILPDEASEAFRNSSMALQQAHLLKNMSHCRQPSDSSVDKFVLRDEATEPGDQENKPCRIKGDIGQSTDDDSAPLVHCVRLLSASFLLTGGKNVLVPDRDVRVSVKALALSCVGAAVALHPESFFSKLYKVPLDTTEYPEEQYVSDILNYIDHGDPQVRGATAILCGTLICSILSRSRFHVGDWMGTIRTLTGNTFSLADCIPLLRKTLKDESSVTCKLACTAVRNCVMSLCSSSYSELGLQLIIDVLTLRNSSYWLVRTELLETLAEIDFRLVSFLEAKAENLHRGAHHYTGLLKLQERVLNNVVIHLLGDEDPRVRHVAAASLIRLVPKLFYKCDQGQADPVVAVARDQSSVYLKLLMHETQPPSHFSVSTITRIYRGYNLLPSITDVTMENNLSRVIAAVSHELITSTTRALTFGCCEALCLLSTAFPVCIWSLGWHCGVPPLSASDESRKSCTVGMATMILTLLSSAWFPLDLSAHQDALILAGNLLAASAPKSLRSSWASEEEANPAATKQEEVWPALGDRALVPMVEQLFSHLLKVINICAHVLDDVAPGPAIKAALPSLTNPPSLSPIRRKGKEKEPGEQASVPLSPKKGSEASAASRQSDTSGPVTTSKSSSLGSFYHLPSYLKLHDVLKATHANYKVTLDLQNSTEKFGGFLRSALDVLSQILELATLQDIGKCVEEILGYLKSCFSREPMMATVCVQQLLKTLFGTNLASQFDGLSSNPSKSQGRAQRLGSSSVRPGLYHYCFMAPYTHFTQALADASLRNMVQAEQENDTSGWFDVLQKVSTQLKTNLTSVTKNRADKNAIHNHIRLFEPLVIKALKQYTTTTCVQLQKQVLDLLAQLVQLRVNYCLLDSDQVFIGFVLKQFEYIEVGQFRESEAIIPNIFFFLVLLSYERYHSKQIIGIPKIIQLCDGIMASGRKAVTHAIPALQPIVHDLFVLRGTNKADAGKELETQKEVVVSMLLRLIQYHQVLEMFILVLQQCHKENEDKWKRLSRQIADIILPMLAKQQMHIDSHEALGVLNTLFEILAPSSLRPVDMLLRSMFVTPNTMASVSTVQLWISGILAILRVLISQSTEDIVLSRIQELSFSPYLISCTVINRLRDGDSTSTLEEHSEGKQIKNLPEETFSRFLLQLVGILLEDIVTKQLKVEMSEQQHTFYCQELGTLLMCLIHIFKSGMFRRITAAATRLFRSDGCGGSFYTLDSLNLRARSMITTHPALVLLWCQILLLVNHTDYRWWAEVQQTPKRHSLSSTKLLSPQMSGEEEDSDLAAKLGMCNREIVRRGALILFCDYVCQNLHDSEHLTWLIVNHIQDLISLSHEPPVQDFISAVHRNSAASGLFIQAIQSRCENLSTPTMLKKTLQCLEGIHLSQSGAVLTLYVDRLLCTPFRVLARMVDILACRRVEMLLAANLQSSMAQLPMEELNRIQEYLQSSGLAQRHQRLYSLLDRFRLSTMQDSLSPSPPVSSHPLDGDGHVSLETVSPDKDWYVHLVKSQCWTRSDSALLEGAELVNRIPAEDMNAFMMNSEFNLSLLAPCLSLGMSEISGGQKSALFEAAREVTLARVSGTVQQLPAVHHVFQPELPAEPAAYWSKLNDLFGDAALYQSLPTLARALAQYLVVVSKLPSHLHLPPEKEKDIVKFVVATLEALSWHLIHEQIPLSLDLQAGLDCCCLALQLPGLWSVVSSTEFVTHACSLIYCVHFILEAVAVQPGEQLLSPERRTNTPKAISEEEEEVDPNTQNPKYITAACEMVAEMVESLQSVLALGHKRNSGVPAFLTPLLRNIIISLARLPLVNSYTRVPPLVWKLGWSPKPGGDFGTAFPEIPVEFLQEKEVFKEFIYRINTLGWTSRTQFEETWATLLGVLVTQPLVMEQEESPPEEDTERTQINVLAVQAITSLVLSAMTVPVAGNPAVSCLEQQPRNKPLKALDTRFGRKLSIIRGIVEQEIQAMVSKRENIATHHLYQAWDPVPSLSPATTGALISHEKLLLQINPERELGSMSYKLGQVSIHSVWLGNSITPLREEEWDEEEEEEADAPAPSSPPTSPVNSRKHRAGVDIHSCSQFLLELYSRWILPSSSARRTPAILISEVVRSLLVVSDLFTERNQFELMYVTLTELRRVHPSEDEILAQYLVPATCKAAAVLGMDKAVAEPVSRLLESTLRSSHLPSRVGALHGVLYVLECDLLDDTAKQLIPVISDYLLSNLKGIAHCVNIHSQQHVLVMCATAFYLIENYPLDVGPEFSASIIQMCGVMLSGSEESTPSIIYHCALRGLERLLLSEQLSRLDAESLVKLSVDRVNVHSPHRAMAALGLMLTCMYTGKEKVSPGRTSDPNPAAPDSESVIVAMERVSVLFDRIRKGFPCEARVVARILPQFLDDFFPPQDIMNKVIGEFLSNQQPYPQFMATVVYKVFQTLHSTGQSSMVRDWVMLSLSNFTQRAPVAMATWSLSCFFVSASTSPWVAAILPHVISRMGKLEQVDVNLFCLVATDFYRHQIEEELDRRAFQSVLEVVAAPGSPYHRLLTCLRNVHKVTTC
* marks the source's active call; other numbers are inactive results; i = inactive; · = no result given; & = joins results of further samples. Cut-off read from the data, not from the text of the source: active = inhibition above about 50%; inactive = the rest.

Each structure is followed by: Pf apPOL block	mHTT CaM bind
O=[N+]([O-])c1ccc(-c2ccc(N=Cc3cc([N+](=O)[O-])ccc3O)cc2)cc1
→ 4.6	7.0
c1ccc(-c2csc(C3COc4ccccc4O3)n2)cc1 (stereo not drawn)
→ -1.5	-26.6
N#Cc1ccc(C(=O)N2CCCC(c3ccnc(Nc4ccccc4F)n3)C2)cc1 (stereo not drawn)
→ -0.3	0.3
O=C(CC1CCN(S(=O)(=O)c2cccs2)CC1)NCCCN1CCCCC1
→ 2.5	2.2
CC=CCn1c(C(=O)NCc2cccnc2)cc2sccc21
→ 3.9	32.6
CCCCSc1nc2ccccc2c(=O)n1C
→ 2.8	-70.2
COc1ccc(-n2nc3ccc(NC(=O)c4ccc(OC)c([N+](=O)[O-])c4)cc3n2)cc1
→ 1.3&0.4	4.0&-7.8
Cc1ccc(C(=O)N2CCc3ccccc32)cc1[N+](=O)[O-]
→ 0.6&-2.8	7.0&1.4
CC1([N+](=O)[O-])COC2(OC1)C(=O)N(CN1CCOCC1)c1ccccc12 (stereo not drawn)
→ -1.6	-1.0
CCC(=O)N1CCc2ccccc2C1C(=O)NCc1ccc(OC(C)C)cc1 (stereo not drawn)
→ 0.3	13.4
CCN1C(=O)CCC2(CNC(=O)c3cnccn3)CCCC12 (stereo not drawn)
→ -1.3	0.1
COc1ccc(NC(=O)c2c[nH]c3ncccc23)cc1
→ 15.5	14.3
CS(=O)(=O)Oc1ccc2c(c1)OC(=Cc1c(Cl)cccc1Cl)C2=O
→ -5.0	18.8
CCc1ccccc1NC(=O)c1ccc(COc2ccc(C)cc2)o1
→ 6.7	-17.6
Cn1nc(-c2nc(C(C)(C)C)no2)ccc1=O
→ -2.5	-3.2

The listing continues:
Each structure is followed by: Pf apPOL block	mHTT CaM bind
COc1ccc(-n2nnnc2C2(Nc3ccc(I)cc3)CCCCC2)cc1
→ 8.8	0.0
COc1cc(C2C(=O)N(C3CCCCC3)CC(=O)N2C2CCCC2)ccc1OC(C)C (stereo not drawn)
→ -6.0	-10.0
COc1ccc(Br)cc1CNC(=O)C1CCCN(C(=O)c2ccccc2F)C1 (stereo not drawn)
→ 0.6	43.0
CCCS(=O)(=O)N1CCCc2ccc(NC(=O)c3ccccc3F)cc21
→ -6.2	-17.6
CCn1c2c(c3cc(F)ccc31)CCCC2=O
→ 15.3	-29.9
Cc1ccnc(N2CCN(c3c([N+](=O)[O-])c(=O)n(-c4ccccc4)c4ccccc34)CC2)c1
→ -1.9	0.1
CCc1nnc(N=Cc2cccc(OC)c2O)s1
→ 5.1	26.0
COc1cc(C(=O)Nc2ccccc2Oc2ccccc2)cc(OC)c1OC
→ 2.5	-2.4
CN1CCN(C(=O)NC2(C(F)(F)F)Oc3ccccc3O2)CC1
→ -10.6	1.0
O=C(NCCCc1ccccc1)c1ccc([N+](=O)[O-])cc1
→ -1.3	0.4
COc1cc2c(cc1OC)C(C(=O)Nc1nc3ccccc3s1)C(c1cccnc1)N(C)C2=O (stereo not drawn)
→ -11.8	15.0
O=C(Nc1c2c(nn1-c1cccc(Cl)c1)CS(=O)(=O)C2)c1ccccc1Cl
→ -2.6	0.0
Cc1noc(-c2cccnc2N2CCCN(Cc3ccccc3)CC2)n1
→ 4.1	-5.0
Cc1cc(-c2ccccc2)[n+]2ccccc2n1
→ 5.7	-2.1
Cc1ccc(C)c(NC(=O)CN2C(=O)C(=O)c3ccccc32)c1
→ 12.1	0.0

(listing goes on)
Each structure is followed by: Pf apPOL block	mHTT CaM bind
Clc1ccc(OCCn2cnc3ccccc32)c(Cl)c1
→ -5.7	-0.1
CC(C(=O)N1C(C)CCCC1C)N1C(=O)c2ccccc2C1=O (stereo not drawn)
→ 4.3	-0.7
O=C(NCC(O)C1CCCCC1)c1cc(Br)ccc1Cl (stereo not drawn)
→ -0.4	-3.5
Cc1cccc2nnc(N3CCC(C(=O)NCc4ccc(C(F)(F)F)cc4)CC3)n12
→ -5.8	4.8
O=C(NCCN1CCOCC1)c1cc2n(n1)CCCN(Cc1ccccc1)C2=O
→ 3.7	2.0
CCc1ccc2nc(N3CCC(C(=O)NCCCN(C)C)CC3)sc2c1
→ -1.3	0.0
CCC(C)Nc1nc(Cl)nc(N(C#N)CN2C(=O)c3ccccc3S2(=O)=O)n1 (stereo not drawn)
→ 7.1	12.0
COc1ccc(C)cc1NC(=O)CN(c1ccc(C)c(Cl)c1)S(C)(=O)=O
→ -8.1	19.2
O=c1[nH]c2ccc(S(=O)(=O)NCc3ccc4c(c3)OCO4)cc2[nH]c1=O
→ -4.0	-2.0
CCCC(=O)N1c2ccccc2-c2nnc(SC)nc2OC1C (stereo not drawn)
→ -69.4	-2.0
Cc1ccc(NC(=O)CSc2cc(C)nc(-c3ccc(F)cc3)n2)c(F)c1
→ -7.2	-3.7
O=C(Nc1ccccc1OCc1ccccc1)c1ccccc1Br
→ -7.2	-58.7
C=CCN1N=C(C(=O)N2CCC(C)CC2)S(=O)(=O)c2ccc(Cl)cc21
→ -4.9	-5.2
COc1ccc(S(=O)(=O)NCc2ccccc2)c2cccnc12
→ -7.4	1.0
O=c1cc(-c2ccccc2)nc2n1CCN2CCCN1CCOCC1
→ -4.5	-4.6

Continuation:
Each structure is followed by: Pf apPOL block	mHTT CaM bind
COc1cccc2c1OC1(C)CC2NC(=O)N1c1cccc(C(=O)NCc2ccccc2Cl)c1 (stereo not drawn)
→ -5.7	3.0
CC(C)Cc1ccc(S(=O)(=O)N2CCc3nc[nH]c3C2)cc1
→ 0.1	2.2
CCOc1ccccc1Oc1c(C)oc2cc(OCC(=O)OC(C)(C)C)ccc2c1=O
→ -3.8	-3.7
COCCNC(=O)C1(C)CCC(=O)N1CCc1ccc(C)cc1 (stereo not drawn)
→ 1.4	-2.1
COc1ccc(-c2csc(Nc3ccc(N(C)C)cc3)n2)cc1
→ 5.8	88.8*
COc1cc(CNCc2ccc(C)cc2C)cc(OC)c1
→ -0.7	-3.9
Cc1cccc(C(=O)N2CCC3(CC2)NC(=O)N(Cc2ccccc2)C3=O)c1
→ -6.5	0.2
O=C(CSc1nnc(CNC(=O)c2c(F)cccc2Cl)o1)Nc1ccc(F)cc1F
→ 2.3	-6.0
CCOC(=O)C(=CNc1cc(C(F)(F)F)ccc1NCCc1ccccc1)C(=O)OCC
→ -12.2&-12.5	·
Cc1cccc(-c2nc(C3CCN(S(=O)(=O)c4ccc(F)cc4F)CC3)no2)c1
→ -13.4	-5.2
O=C(NC(=S)NCCc1ccccn1)c1ccccc1
→ -0.6	·
Clc1cccc(Cl)c1CN1CCN(c2ncccn2)CC1
→ -0.7	-21.6
Cn1cccc1C(CNC(=O)Nc1cccc(C(F)(F)F)c1)N1CCCC1 (stereo not drawn)
→ -9.8	-6.7
COc1ccc(-c2ncccc2CNC(=O)c2ccc(C#N)cc2)cc1
→ -20.6	2.3
C(=N/N1CCN(c2ccccn2)CC1)/c1ccncc1
→ ·	i

New compounds follow:
Each structure is followed by: Pf apPOL block	mHTT CaM bind
Cc1ccc(CN2C(=O)CCC2(C)C(=O)NC2CCCC2)cc1 (stereo not drawn)
→ -17.8	-3.0
COc1ccc(Cl)cc1S(=O)(=O)N1CCN(C(=O)c2c(F)cccc2F)CC1
→ 7.2	8.0
COc1ccccc1C1CC(c2ccccc2Cl)Nc2nc(N)nn21 (stereo not drawn)
→ 0.4	34.0
COc1cc(NC(=O)c2ccccc2[N+](=O)[O-])ccc1NC(=O)c1cc2ccccc2o1
→ -9.2	19.5
CC1=CC(c2ccc(Cl)cc2)n2ncnc2N1 (stereo not drawn)
→ 0.1	-2.1
O=C(c1cccc(F)c1)N1CCC(c2nc(-c3ccccc3)n[nH]2)CC1
→ -3.4	4.2
O=c1[nH]c(-c2ccccc2)nnc1C=Cc1ccccc1
→ -4.0	·
c1ccc(-c2n[nH]c(C3CCCN3C3CCOCC3)n2)cc1 (stereo not drawn)
→ 1.4	-5.8
Cc1ccsc1CN1CCC(C)(O)C(N2CCCC2)C1 (stereo not drawn)
→ -3.8	36.3
O=C(Nc1cccc(NC(=O)c2ccc([N+](=O)[O-])cc2Cl)c1)c1cccs1
→ 7.2	21.0
Cc1nn(C)c2sc(C(=O)NN)cc12
→ 3.4	·
CN(C)c1ccc(NC(=O)c2cc3n(n2)C(C(F)(F)F)CC(c2ccco2)N3)cc1 (stereo not drawn)
→ -9.1	23.1
Cc1ccccc1CNC(=O)c1c(C)noc1-c1cccnc1
→ -0.7	-7.2
Cc1ccc(NC(=O)C2CC(=O)N(C3CCCC3)C2)cc1 (stereo not drawn)
→ -0.6	3.1
Cc1ccc(C(=O)N2CCC(Oc3cc(N4CCCC4)ncn3)C2)s1 (stereo not drawn)
→ -4.4	4.3

Further compounds follow:
Each structure is followed by: Pf apPOL block	mHTT CaM bind
Cc1cccnc1NC(=O)C1CC(=O)N(c2ccc(F)cc2)C1 (stereo not drawn)
→ -17.3	-7.4
O=C(NCc1cccnc1)C1CCN(c2cnn(Cc3ccccc3)c(=O)c2)CC1
→ -2.3	-6.0
COc1ccc(C2(C(=O)NC3CCCCC3)CCCC2)cc1OC
→ -11.5	-4.8
O=C(C1CC1)N1CCc2sc(S(=O)(=O)NCc3ccccc3Cl)cc2C1
→ -0.5	-1.1
CC(=O)Nc1cc(C(=O)N2CCC(C)CC2)c2ccc(C)nc2c1
→ -3.0	14.6
CCC(=O)Nc1cccc(-c2noc(C3CCCN(C(=O)c4cc(C)cc(C)c4)C3)n2)c1 (stereo not drawn)
→ -1.2	10.2
Cc1ccc(NC(=O)C2CCCN(C(=O)c3ccc(Cl)cc3)C2)cc1F (stereo not drawn)
→ 3.7	24.2
COc1ccc(NC(=O)Cn2c(C(F)(F)F)nc3ccccc32)cc1
→ -3.6	0.0
CC(C)(C)c1ccc(OCC(=O)Nc2ccccc2C(N)=O)cc1
→ 7.3	8.2
CC1=CCC2(C(=O)OC(C)(C)OC2=O)C(c2ccc([N+](=O)[O-])cc2)C1 (stereo not drawn)
→ 4.6	-1.0
O=C1CCN(Cc2ccccc2)CCN1[C@H](CSc1ccccc1)c1ccccc1
→ -4.3	98.8*
CC(=O)c1cccc(N2Cc3ccccc3C2)c1
→ -0.5	38.6
O=C1CSC(c2c(F)cccc2Cl)N1c1ccccc1 (stereo not drawn)
→ 1.6	-2.0
O=C(NCCOc1ccc(Cl)cc1)C(=O)Nc1cccc(C(F)(F)F)c1
→ -11.4	-35.0
CCCCN(C)C(=O)CCS(=O)(=O)c1cc(Br)cc2c1N(C(=O)CC)CC2
→ -4.6	2.0

Profiles from above:
O=C(C1CC1)N1CCc2sc(S(=O)(=O)NCc3ccccc3Cl)cc2C1 is entered as Pf apPOL block: -0.5; mHTT CaM bind: -1.1
O=c1[nH]c(-c2ccccc2)nnc1C=Cc1ccccc1 is entered as Pf apPOL block: -4.0; mHTT CaM bind: ·

(continued)
Each structure is followed by: Pf apPOL block	mHTT CaM bind
CCOC(=O)c1ccsc1NC(=O)CC1Sc2ccccc2NC1=O (stereo not drawn)
→ 1.4	-0.5
COc1ccc(NC(=O)CSc2nc3ccc(OC)cc3[nH]2)c(OC)c1
→ 1.7	7.0
O=C1CC(N2CCN(c3ccc(F)cc3)CC2)C(=O)N1c1cccc(Cl)c1 (stereo not drawn)
→ 1.2	-0.7
NC(=O)c1c(NC(=O)COc2ccc(Cl)cc2)sc2c1CCCC2
→ -14.8	-2.2
O=C(NCCCOC(=O)c1ccccc1)c1ccncc1
→ -0.4	0.0
COc1cc(/C=C2\N=C(SCC(=O)c3ccccc3)N(c3ccccc3)C2=O)ccc1O
→ 2.3	33.0
CCOc1cccc2cc(-c3cc(=O)oc4cc(C)c(O)cc34)oc12
→ -2.7	16.2
O=S(=O)(CCCOc1ccc2c(c1)OCO2)NCc1ccccn1
→ 22.8	1.3
O=C(c1ccco1)N1CCCC2(C1)Nc1cccnc1NC2=NCc1ccccc1 (stereo not drawn)
→ -1.0	21.2
O=C(COc1ccccc1O)NCCN1CCOCC1
→ -2.3	2.3
COc1ccccc1-c1nc(C2CCCN(C(=O)c3ccccc3Br)C2)no1 (stereo not drawn)
→ -2.6	-1.0
N=C1S/C(=C\c2ccccc2F)C(=O)N1c1ccc2c(c1)OCO2
→ 2.6	3.0
COc1ccc(N2C(=O)C3C4c5ccccc5C(C)(c5ccccc54)C3C2=O)c([N+](=O)[O-])c1 (stereo not drawn)
→ -0.8	29.0
O=C(Nc1ccc(N2CCN(C3CCCCC3)C2=O)nc1)c1ccc(F)c(F)c1
→ -3.2	2.2
COc1cc(Br)c(Br)c(C=Nc2ccc(F)cc2)c1O
→ -4.7	3.0

Going on with the list:
Each structure is followed by: Pf apPOL block	mHTT CaM bind
CC(C)(C)C1CCc2c(sc(NC(=O)c3ccco3)c2C(=O)N2CCOCC2)C1 (stereo not drawn)
→ -0.9	6.9
S=c1sc2c(Cl)ncnc2n1-c1ccccc1
→ ·	82.9*
C/C(=C\C(=O)c1ccc(Cl)cc1)Nc1ccncc1
→ -5.4	24.2
O=c1oc(-c2ccco2)nc2sc3c(c12)CCC3
→ -5.6	2.0
CCOc1ccc(-c2ccnc3c(C(=O)NC(C)c4ccc(F)cc4)cnn23)cc1 (stereo not drawn)
→ -2.5	-16.3
COC(=O)c1ccc(C(=O)OC)c(NC(=O)c2ccc(-n3cnnn3)cc2)c1
→ -13.6	-5.5
O=C(c1cc(Br)ccc1Cl)N1CCN(c2ncccn2)CC1
→ 0.1	3.0
NC(=O)c1cccc(NC(=O)c2ccccc2I)c1
→ -4.5	-0.6
O=C(Nc1ccccc1C(F)(F)F)NC1CCN(c2ccccc2)C1=O (stereo not drawn)
→ -4.9	-5.7

Two of these compounds, set out differently.
O=c1oc(-c2ccco2)nc2sc3c(c12)CCC3
  Pf apPOL block = -5.6
  mHTT CaM bind = 2.0

CCOc1ccc(-c2ccnc3c(C(=O)NC(C)c4ccc(F)cc4)cnn23)cc1 (stereo not drawn)
  Pf apPOL block = -2.5
  mHTT CaM bind = -16.3

Bioassay records (PubChem)
